# Bioassay records deposited in PubChem BioAssay by several laboratories.
# G6PDH CS = counter-screen for G6PDH assay hits: L. mesenteroides G6PDH inhibition; inhibition, % at 5 µM; actives 0.12% (n = 200,000); Purified L. mesenteroides G6PDH, diaphorase/resazurin coupled fluorescence, 45 min; in the data active means inhibition above about 50%
# TNAP inh hi DEA = TNAP (human) inhibition, high acceptor; purified TNAP, CDP-star luminescence, 1 M DEA; inhibition, % at 20 µM; actives 0.03% (n = 200,000); AID 1135;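 active means over 50% inhibition of tissue-nonspecific alkaline phosphatase at 20 µM in the single-dose screen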;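 further: plate controls were DMSO wells for no effect and EDTA-quenched wells as full inhibition for full effect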
# Target sequence (P05186 whole entry, looked up): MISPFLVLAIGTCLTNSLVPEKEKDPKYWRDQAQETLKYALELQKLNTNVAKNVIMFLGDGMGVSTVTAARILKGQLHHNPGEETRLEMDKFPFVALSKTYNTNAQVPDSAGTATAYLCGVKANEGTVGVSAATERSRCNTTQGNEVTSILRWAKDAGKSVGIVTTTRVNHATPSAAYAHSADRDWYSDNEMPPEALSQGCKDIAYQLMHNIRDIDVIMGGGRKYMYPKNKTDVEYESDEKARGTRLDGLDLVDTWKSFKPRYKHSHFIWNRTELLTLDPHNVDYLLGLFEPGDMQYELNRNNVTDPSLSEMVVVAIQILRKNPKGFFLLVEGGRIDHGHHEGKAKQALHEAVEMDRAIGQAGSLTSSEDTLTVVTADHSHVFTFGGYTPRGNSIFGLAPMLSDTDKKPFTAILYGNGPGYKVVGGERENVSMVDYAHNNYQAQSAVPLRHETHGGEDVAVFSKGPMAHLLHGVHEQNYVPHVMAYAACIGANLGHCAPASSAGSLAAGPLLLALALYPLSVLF
# PMI act = increases human mannose-6-phosphate isomerase activity; AID 1214; actives 0.005% (n = 190,000); activation factor at 20 µM; purified human PMI, coupled resazurin fluorescence, 20 min; active compounds read high; 1 = vehicle control, 0 substrate-free wells;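 active means activation factor of 2 or more at 20 µM, relative to plate controls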
# Target sequence (P34949 whole entry, looked up): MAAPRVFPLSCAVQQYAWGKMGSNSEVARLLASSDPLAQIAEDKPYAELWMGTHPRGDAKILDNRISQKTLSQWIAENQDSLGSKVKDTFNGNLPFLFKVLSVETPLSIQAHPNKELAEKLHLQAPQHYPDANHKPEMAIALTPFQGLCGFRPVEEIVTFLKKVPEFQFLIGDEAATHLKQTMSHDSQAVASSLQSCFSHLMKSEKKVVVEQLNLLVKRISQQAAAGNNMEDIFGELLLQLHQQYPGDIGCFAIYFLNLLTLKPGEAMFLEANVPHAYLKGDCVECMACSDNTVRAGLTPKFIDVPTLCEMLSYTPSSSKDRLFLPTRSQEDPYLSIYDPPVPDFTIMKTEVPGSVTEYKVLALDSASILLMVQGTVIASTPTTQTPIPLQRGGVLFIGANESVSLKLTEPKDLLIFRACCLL
# PMI act satM6P = PMI (human) activation, high substrate; P34949; coupled PMI enzyme assay, resazurin fluorescence, 20 min; active compounds read high; 1 = untreated enzyme, 0 = substrate-free blank; activation factor at 20 µM; actives 0.34% (n = 190,000); AID 1216;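 active means activation factor of 2 or more at 20 µM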
#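 Test system: human PMI in coupled enzyme assay; Input: PMI at 15 ng/mL final; Medium: HEPES buffer, pH 7.4; Schedule: 20 min incubation at room temperature; Technique: resorufin fluorescence at Ex 544/Em 590 nm; Compound: 20 µM single dose; Probe or stimulus: Near-saturating mannose-6-phosphate, 1.0 mM.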
# TNAP act hi DEA = activators of human TNAP at high phosphate acceptor concentration | 200,000 tested, under 10 active | AID 1136 | P05186 | activation factor at 20 µM | purified TNAP, CDP-star luminescence, 1 M DEA, 30 min; active compounds read high; 0 = EDTA background, 1 = DMSO-only activity;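 active means activation factor at least 2 at 20 µM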
#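 Dosing: 20 µM single point. System: human TNAP. Amount: TNAP 1/800 final. Incubation: 30 min, room temperature. Read-out: TNAP activation factor scaled between EDTA and DMSO control wells. Signal: luminescence from CDP-star hydrolysis. Medium: 1 M DEA, pH 9.8, Mg2+, Zn2+. Control set: EDTA negative control, DMSO positive control.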
# TNAP inh no acc = inhibitors of human TNAP without phosphate acceptor | actives 0.26% (n = 200,000) | P05186 | purified TNAP, CDP-star luminescence, 30 min | inhibition, % at 20 µM;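 active means tissue-nonspecific alkaline phosphatase inhibition above about 50% at 20 µM in the single-dose screen, limit read from the data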;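 further: 0% = DMSO negative control and 100% = EDTA positive control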
# Diaph act CS = counter-screen for diaphorase-based assays: diaphorase activators and chemical reducers. actives 0.005% (n = 190,000). activation factor at 20 µM. Diaphorase/resazurin coupled assay, resorufin fluorescence, 16 min; active compounds read high; 1 = vehicle wells, 0 = NADH-free wells;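 active means diaphorase activity raised at least twofold by the compound at 20 µM; inactive means activation factor below 2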
#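 Material: bacterial diaphorase enzyme (C. kluyveri); amount: enzyme 0.07 U/mL final; reagent: NADH substrate 0.114 mM plus resazurin dye 0.1 mM, final; doses: single compound dose of 20 µM, 1% DMSO final; timing: 16 min enzyme reaction, ambient temperature; measured by: fluorescence of resorufin, 544 nm excitation, 590 nm emission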
# Efa HMGR inh = blocks class II HMG-CoA reductase of Enterococcus faecalis | actives 0.41% (n = 190,000) | AID 1066 | inhibition, % at 10 µM | purified E. faecalis HMGR, NADPH absorbance 340 nm kinetic;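 active means inhibition above a set limit, the median over all tested compounds plus 3 SD, cut at about 9.5% in these data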;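 further: enzyme runs in reverse so mevalonate oxidation gives rising NADPH absorbance; 0% = complete reaction with DMSO and 100% = background rate lacking mevalonate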
# FLuc act counter = firefly luciferase counter-screen for stimulation assays | P08659 | ATPlite luciferase biochemical, luminescence, 10 min; 0 = ATP-free wells, 1 = DMSO control | activation factor at 10 µM | 200,000 tested, under 10 active;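 active means luciferase activation factor, scaled between plate controls, of at least 2 with compound at 10 µM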
#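 test system = cell-free luciferase reagent | medium = PBS as buffer for the ATP substrate | dosing = test compounds dosed from 2 mM stocks in 100% DMSO | incubation = 10 min at ambient temperature | detection = luminescence measurement of luciferase light output | benchmarks = low control with PBS replacing ATP, high control enzyme plus ATP without compound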
# Diaph inh CS = diaphorase inhibition or chemical oxidation counter-screen | diaphorase resazurin-to-resorufin fluorescence, NADH, 16 min; bacterial (C. kluyveri) enzyme, not human | actives 0.69% (n = 190,000) | inhibition, % at 20 µM;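 active means primary screen inhibition at 20 µM above a set limit, cut at about 50% in these data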;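 further: plate controls were DMSO with full reaction for no effect and wells lacking NADH for full effect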
#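 Assay system: diaphorase enzyme from Clostridium kluyveri; Input: enzyme working solution with 0.14 U/mL diaphorase; Timing: 16 min at room temperature; Technique: resorufin fluorescence, excitation 544 nm, emission 590 nm; Benchmarks: positive control minus NADH, DMSO neutral control.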
# * = called active by the depositor; nt = no result given. This is a random part of the collection; about 1.7% have a hit in one of these screens.
# A first look (five entries):
SMILES,G6PDH CS,TNAP inh hi DEA,PMI act,PMI act satM6P,TNAP act hi DEA,TNAP inh no acc,Diaph act CS,Efa HMGR inh,FLuc act counter,Diaph inh CS
Cc1oc(-c2cccs2)nc1CN1CCC(CO)(CCOc2ccccc2)CC1,3,0,0.9,1,1,-3,1,1,1,-3
COc1cc(NC(=S)N2CCC(C(O)(c3ccccc3)c3ccccc3)CC2)cc(OC)c1,12,-8,0.7,0.5,1.1,-12,0.7,-2,1,30
COc1ccc2c(c1)cc(C)c1nnc(SCC(=O)N3CCN(C(=O)c4ccco4)CC3)n12,6,-4,1,0.9,1,-7,0.7,nt,1.1,28
COc1ccc(CSc2nnnn2C)cc1[N+](=O)[O-],6,-8,1,1,1.1,-4,0.9,-15,1.1,6
COc1ccc(CNC(=O)CN=C2NC(=O)C(c3ccccc3)(c3ccccc3)N2)cc1,4,-1,0.9,0.9,1,-16,0.9,-1,1.1,14

# All compounds of this part (from the top)
SMILES,G6PDH CS,TNAP inh hi DEA,PMI act,PMI act satM6P,TNAP act hi DEA,TNAP inh no acc,Diaph act CS,Efa HMGR inh,FLuc act counter,Diaph inh CS
Cc1oc(-c2cccs2)nc1CN1CCC(CO)(CCOc2ccccc2)CC1,3,0,0.9,1,1,-3,1,1,1,-3
COc1cc(NC(=S)N2CCC(C(O)(c3ccccc3)c3ccccc3)CC2)cc(OC)c1,12,-8,0.7,0.5,1.1,-12,0.7,-2,1,30
COc1ccc2c(c1)cc(C)c1nnc(SCC(=O)N3CCN(C(=O)c4ccco4)CC3)n12,6,-4,1,0.9,1,-7,0.7,nt,1.1,28
COc1ccc(CSc2nnnn2C)cc1[N+](=O)[O-],6,-8,1,1,1.1,-4,0.9,-15,1.1,6
COc1ccc(CNC(=O)CN=C2NC(=O)C(c3ccccc3)(c3ccccc3)N2)cc1,4,-1,0.9,0.9,1,-16,0.9,-1,1.1,14
CCOc1cc(/C=N/n2cnnc2)c(Br)cc1O,0,-4,0.9,1,1,0,0.9,1,1.1,9
Cc1ccc(Sc2cc(Cl)nc(N)n2)cc1,5,-2,0.8,0.9,1,-8,0.8,-4,1,19
CSc1ccc(S(=O)(=O)N(CC(=O)NN=C2CCN(C)CC2)c2ccc(C)cc2)cc1,-6,-1,1,1,1,-10,0.8,1,1,16
CCOC(=O)N1CCN(C(=O)/C(=C/c2ccc(OC)cc2)NC(=O)c2ccccc2)CC1,1,-2,0.9,0.9,1,-5,0.9,-2,1,11
Cc1ccc(Cn2ccc(NC(=O)c3cc(-c4ccc(Br)cc4)on3)n2)cc1,10,-7,1,1,1.1,-19,0.9,-7,1,11
CC(=O)C1=C(O)C(=O)N(c2cccnc2)C1c1ccc([N+](=O)[O-])cc1 (stereo not drawn),13,-2,1.2,1.1,1,-6,0.9,-5,1,10
CCC(NC(=O)C1CCC1)c1ccc(C)cc1 (stereo not drawn),0,2,1,1,1,-4,0.9,7,1,8
Oc1ccc2oc3c(c2c1)CCCC3,10,-7,0.8,1,1.1,-10,0.8,2,1,21
COC(=O)c1cc2oc3ccccc3c2n1CC(=O)Nc1ccccc1OC,17,-9,1,1,1.1,-15,1,-3,1,-3
O=C(Nc1ccc2nc(-c3cccs3)c(-c3cccs3)nc2c1)N1CCOCC1,-48,2,0.9,1.1,1,-1,0.6,-5,1,39
CCC(C)Oc1cccc(OCCCCN2C(=O)NC(C)(C)C2=O)c1 (stereo not drawn),-22,-6,0.8,0.8,1.1,-12,0.8,-9,1.1,23
COc1ccc(Cc2nc3ccccc3n2CC(=O)N/N=C/c2ccccc2)cc1OC,-10,2,0.9,1,1,-4,1,-1,1,1
COc1ccc(NC(=O)Nc2cccc(C(F)(F)F)c2)cn1,5,0,0.9,0.8,1,-4,0.9,-13,1,7
CCCn1c(N)c(N2CCCCC2)c(=O)n(CC(=O)Nc2ccccc2C)c1=O,8,1,1.1,1.1,1,33,1,-3,0.9,0
COc1ccc(OC)c(/C=C/C(=O)c2ccc(Cl)cc2)c1,-4,-1,0.9,0.9,1,-7,0.9,0,0.9,15
CCCn1c(=O)c(C(=O)Nc2cnccn2)c(O)c2ccccc21,-6,-1,1,1,1,-6,0.9,nt,1.1,6
CCOC(=O)C1CCCN(C(=O)COc2ccc(N(C)S(=O)(=O)c3ccc(C)cc3)cc2)C1 (stereo not drawn),1,-4,1,1,1,-2,0.9,-5,1,13
Cc1c(NC(=O)CN2C(=O)NC3(CCC(C)CC3)C2=O)c(=O)n(-c2ccccc2)n1C (stereo not drawn),5,-1,0.9,0.9,1,1,0.9,-5,1,11
CC(=Nc1ccc(C)cc1)c1sc2ccccc2c1O,-40,8,0.9,0.9,0.9,0,0.8,-1,0.1,17
Cc1nc2ccccc2c(=O)n1NCc1cccs1,6,0,0.9,1,1,-4,1,-1,1,-3
O=C1CC(c2ccccc2)CN1S(=O)(=O)c1ccccc1 (stereo not drawn),3,-8,1,1,1.1,-6,0.8,-1,1.1,22
CCOC(=O)c1cc(C)n(Cc2cccc(OC)c2OC)c1C,1,-2,0.9,0.9,1,0,0.8,0,1,22
COc1ccc(-n2nnnc2SCC(=O)Nc2ccccc2)cc1,10,-3,1.1,1,1,3,0.9,-3,1.1,13
CCN(CC)CCSc1nc(O)c(-c2ccccc2)c(=O)[nH]1,3,-3,0.9,1,1,-10,0.9,-1,1,9
COc1ccc2c(C(=O)CN3CCN(c4ccccc4)CC3)c[nH]c2c1,-5,-6,0.9,1,1.1,-18,0.9,2,1.1,13
CCN(CC)CCN1C(=O)C(O)=C(C(=O)c2cccs2)C1c1ccc(C)o1 (stereo not drawn),2,1,1,1.1,1,-8,0.8,-7,1,16
O=[N+]([O-])c1cccc(CSc2nnc(Cc3ccccc3)n2-c2ccc(F)cc2)c1,-4,6,1.1,1.2,0.9,-6,1,2,1.1,1
COc1ccc(OC)c(/C=C/C(=O)Nc2cccc(S(=O)(=O)N3CCCC3)c2)c1,7,-2,0.9,0.9,1,6,0.7,-8,1,33
O=C1C2CCCN2C(c2ccccc2)N1c1ccc(Cl)cc1 (stereo not drawn),6,-3,1.1,1,1,-10,0.9,-5,1.1,6
COC(=O)CSc1nnc(-c2ccccn2)n1Cc1ccco1,-6,3,0.9,0.6,1,-3,0.8,-7,1,18
Cc1ccc(SCCC(=O)OCn2nnc3ccccc3c2=O)cc1,12,-1,1,0.9,1,-10,0.8,2,1,18
COc1ccc(/C=N/NC(=O)Nc2cccc3nsnc23)cc1,10,-6,1,1,1.1,-13,1.1,-6,1,-8
Cc1cccc(N2CCN(C(=O)/C=C/c3cccs3)CC2)c1C,24,-4,1,1,1,-8,0.9,-4,1,9
COc1ccc(S(=O)(=O)N2CCCC2)cc1C(C)C,11,-6,1,1,1.1,-2,0.9,9,1.1,10
COc1cccc(C(=O)CN(C(=O)c2ccc(Cl)c(Cl)c2)N2C(=O)C3CCCCC3C2=O)c1 (stereo not drawn),0,-3,0.8,1,1,1,0.9,-4,1.1,12
COc1ccc(-c2c(C(C)=O)c(C)nc3sc4c(=O)[nH]nnc4c23)cc1,5,-2,1,1,1,-14,0.8,0,1.1,17
Cc1ccc(CN2CCN(/N=C/c3ccc(C(=O)O)cc3)CC2)cc1,38,-4,0.9,1,1,-7,1,-6,1,-2
COc1ccc(N=Cc2c[nH][nH]c2=O)cc1,5,0,0.9,0.7,1,-21,0.8,-6,1,19
O=C(COc1ccccc1)c1cn(CC(=O)N2CCCC2)c2ccccc12,-1,-3,1.1,1.1,1,-3,0.1,3,0.9,94*
Cc1cccc(CSCc2nnc(N)s2)c1,4,0,0.9,0.9,1,0,0.9,0,1,5
CS(=O)(=O)N1CCN(c2nc(-c3ccc(F)cc3)cs2)CC1,2,-8,1.1,1.1,1.1,-3,0.9,-1,1,8
O=c1c2ccccc2nnn1COc1cccc2ccccc12,0,5,1,0.8,0.9,0,0.9,1,1,11
CN(C)/C=N/C(=S)Nc1ccccc1,13,0,1,1,1,-4,1,0,1,5
CC(OC(=O)c1ccccc1Br)C(=O)Nc1nc(-c2cccc([N+](=O)[O-])c2)cs1 (stereo not drawn),-17,0,0.8,0.8,1,-8,0.7,-11,1.1,33
Cc1ccccc1OCC(=O)N/N=C/c1ccccn1,9,-3,0.8,0.8,1,-125,0.9,0,1,9
COc1ccc(S(=O)(=O)N2CCN(Cc3ccccc3)CC2)cc1,3,-6,1,1,1.1,-14,1,-9,1,0
CC(=O)Nc1cccc(OCC(O)Cn2c(C)nc3ccccc32)c1 (stereo not drawn),-2,0,1,1,1,-5,1,-1,1.1,-2
Cc1ccc(/C=N/NC(=O)CNC(=O)c2ccc(S(=O)(=O)N(C)C)cc2)cc1,-1,-4,0.9,0.9,1,-7,0.9,-9,1,8
CC(Oc1ccc(C(=O)c2ccccc2)cc1)C(=O)Nc1ccc(S(N)(=O)=O)cc1 (stereo not drawn),3,-3,1,1,1,-18,0.9,1,1,14
Cc1cc(NS(=O)(=O)c2ccccc2)no1,6,0,1,1,1,-5,0.9,-9,1,8
c1ccc(CCn2cnc3ccccc32)cc1,2,2,1,1.1,1,8,1,-4,1,4
CC1(C(=O)CSc2nc3ccccc3[nH]2)CCC(=O)O1 (stereo not drawn),5,-3,0.9,1,1,-10,0.9,-1,1.1,9
CN(CC(CC(=O)Nc1nncs1)c1ccccc1)S(=O)(=O)c1ccccc1 (stereo not drawn),3,-3,1,1,1,-11,0.9,-8,1,8
COc1ccc(/C=C/C2=CC(C)(C)NC(=S)N2)cc1OC,4,-1,1.7,1.7,1,9,0.8,2,1.1,15
Oc1oc(-c2ccccc2)nc1/C=N/c1ccccn1,5,-3,nt,nt,1,-10,nt,-5,0.6,nt
CCOc1cc2c(cc1OCC)C(c1ccc(OC)c(OC)c1)N(c1ccc(C(=O)O)cc1)C(=O)C2 (stereo not drawn),6,-4,1,0.9,1,-9,0.9,-6,1,8
CC/C(=C/c1sc2ccccc2[n+]1CC)SC,-10,-4,1.7,2*,1,-16,0.9,-6,1.1,7
